IDE cell activ = IDE (human) activation, cell-based | P14735 | HEK cells, FAbeta-B cleavage, fluorescence polarization; 0% vehicle, 100% cell-free pure enzyme wells | activation, % at 5.96 µM | 340,000 tested, 0.073% active | AID 493087;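 active = activation above the mean of all tested compounds plus 3 SD, set per screening campaign, cut at about 17% in these data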
Target sequence (P14735 whole entry, looked up): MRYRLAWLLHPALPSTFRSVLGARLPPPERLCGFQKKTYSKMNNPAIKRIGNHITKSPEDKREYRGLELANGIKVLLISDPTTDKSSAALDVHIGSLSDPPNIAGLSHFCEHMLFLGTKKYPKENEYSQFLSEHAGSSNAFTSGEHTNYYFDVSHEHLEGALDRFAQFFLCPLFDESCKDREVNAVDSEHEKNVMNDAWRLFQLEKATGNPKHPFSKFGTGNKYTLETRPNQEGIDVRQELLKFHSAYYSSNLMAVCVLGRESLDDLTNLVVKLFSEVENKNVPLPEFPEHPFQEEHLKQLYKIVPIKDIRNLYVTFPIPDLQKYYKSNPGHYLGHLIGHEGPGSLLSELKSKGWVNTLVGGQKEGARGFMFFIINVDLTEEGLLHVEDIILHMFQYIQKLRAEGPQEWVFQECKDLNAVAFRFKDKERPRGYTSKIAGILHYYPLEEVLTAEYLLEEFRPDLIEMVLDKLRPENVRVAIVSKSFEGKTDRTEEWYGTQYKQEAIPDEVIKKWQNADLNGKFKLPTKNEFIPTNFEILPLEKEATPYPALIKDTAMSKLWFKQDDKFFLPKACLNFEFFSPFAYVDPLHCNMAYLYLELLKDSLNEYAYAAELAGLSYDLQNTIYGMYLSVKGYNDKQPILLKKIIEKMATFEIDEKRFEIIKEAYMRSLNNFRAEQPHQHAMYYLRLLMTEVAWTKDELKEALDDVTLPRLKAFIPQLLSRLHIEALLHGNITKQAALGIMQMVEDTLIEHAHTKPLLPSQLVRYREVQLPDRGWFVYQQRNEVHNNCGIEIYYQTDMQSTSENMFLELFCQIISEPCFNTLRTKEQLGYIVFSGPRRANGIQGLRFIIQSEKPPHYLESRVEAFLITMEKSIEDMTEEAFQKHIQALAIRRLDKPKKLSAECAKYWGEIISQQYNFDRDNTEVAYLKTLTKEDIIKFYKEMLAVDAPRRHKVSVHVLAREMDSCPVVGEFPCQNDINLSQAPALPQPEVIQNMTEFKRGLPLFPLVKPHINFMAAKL
IDE cell inh = inhibits human insulin-degrading enzyme in HEK cells; P14735; inhibition, % at 5.59 µM; FAbetaB cleavage, fluorescence polarization; 320,000 tested, 0.41% active;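 active = percent inhibition above the average of all tested compounds plus 3 SD, set per screening campaign, cut at about 16% in these data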;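 note: IDE supplied by intact live HEK cells; FP after avidin binding of uncleaved biotin substrate so inhibition keeps polarization high; 0% = DMSO wells and 100% = 60 µM reference IDE inhibitor Ii1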
The depositor's hits bear a star. These rows are one share of the data. The share of hits here may be higher or lower than overall.

Order of results: IDE cell activ | IDE cell inh
1: CCCCN1C(=O)C(=O)N(CC(=O)Nc2sc(CC)cc2C(=O)OCC)C1=O
  5.1 | 1.9
2: O=C(NCC(=O)N1CCN(S(=O)(=O)c2ccccc2)CC1)c1ccc(Br)o1
  0.4 | 10.2
3: O=C(Nc1ccc(F)cc1F)c1ccc(S(=O)(=O)NCc2ccco2)cc1
  2.5 | -1.2
4: CCN(CC(=O)Nc1c(F)cccc1F)C(=O)Cn1c(=O)cnc2ccccc21
  3.3 | -2.5
5: CN(Cc1ccc(Cl)cc1Cl)C(=O)CNC(=O)c1ccc2c(c1)OCO2
  3.9 | -8.9
6: CN(CC(=O)Nc1cccc(F)c1)C(=O)CCc1nc2cc(S(=O)(=O)N3CCOCC3)ccc2n1C
  4.3 | 1.3
7: O=C(O)c1cccc(Nc2nc3ccccc3nc2NS(=O)(=O)c2ccc(F)cc2)c1
  2.5 | 3.1
8: COc1ccccc1/C=C/C(=O)N1CCN(S(=O)(=O)c2cc(C)ccc2C)CC1
  -1.0 | -1.9
9: CN(CC(=O)Nc1cccc(F)c1)C(=O)CSc1nc2ccccc2s1
  0.9 | 2.3
10: CCN(C[C@H]1N[C@@](CC)(C(=O)OC)[C@H]2C(=O)N(Cc3ccccc3)C(=O)[C@@H]12)C(=O)c1ccc(C(C)(C)C)cc1
  7.5 | -3.8

More results:
Order of results: IDE cell activ | IDE cell inh
11: CC(C)(C)OC(=O)C[C@@H]1C/C=C\C[C@H](CC(=O)NCCO)C(=O)N2CCC[C@@H]2COC1=O
  -1.2 | 1.8
12: NC[C@H](O)c1ccc(O)c(O)c1
  4.5 | -0.6
13: COc1cccc(NC(=O)CN(C)C(=O)CSc2ccc3c(c2)OCCO3)c1
  0.7 | -3.7
14: CC(C)c1ccc(CCNC(=O)CSC(=S)N2CCCC2)cc1
  4.8 | 0.9
15: COc1ccc(S(=O)(=O)N2CCOCC2)cc1NC(=O)COc1ccc2ccc(=O)oc2c1
  3.7 | 3.8
16: O=C(COC(=O)Cc1ccc(Br)cc1)NC1CC1
  6.3 | -1.5
17: OCC[C@H]1C[C@H](O)[C@@H](O)[C@]2(Cc3ccccc3CCO2)O1
  3.7 | 0.4
18: COc1ccc(OCCN(C)C(=O)c2cccc(S(=O)(=O)N(C)c3ccccc3)c2)cc1
  2.2 | -1.7
19: O=C(CN1CCN(S(=O)(=O)c2cccc(Br)c2)CC1)NCCc1cccs1
  -1.6 | 2.4
20: CC(NC(=O)COc1ccccc1)C(=O)NCc1ccc(S(N)(=O)=O)cc1 (stereo not drawn)
  3.2 | 0.1

More structures
Order of results: IDE cell activ | IDE cell inh
21: N#CC1(NC(=O)CN2C(=O)NC3(CCCCCC3)C2=O)CCCCC1
  1.9 | 0.1
22: CC(=O)c1ccc(OCC(=O)OCC(=O)NCc2ccco2)cc1
  2.4 | -2.9
23: COc1ccc(C2=NN(C(=O)CSc3nnnn3C)C(c3ccco3)C2)cc1 (stereo not drawn)
  -9.0 | 2.8
24: Cc1cc(NC(=O)C(C)SCC(=O)N(C)Cc2c(F)cccc2Cl)no1 (stereo not drawn)
  0.0 | 1.5
25: Cc1ccccc1C(=O)NCC(=O)N1CCN(C/C=C/c2ccccc2)CC1
  4.4 | -2.2
26: CCCCn1c(N)c(N(CC)C(=O)c2ccco2)c(=O)[nH]c1=O
  5.4 | -0.7
27: CC(C)Cn1cc(C(=O)NCCCN2CCC(C)CC2)c2c3ccccc3n(C)c2c1=O
  -2.8 | -0.7
28: Cc1cc(C)c(NC(=O)CNC(=O)[C@@H]2CCCN2C(=O)c2cccs2)c(C)c1
  4.6 | 0.2
29: CCc1ccc(NC(=O)CSc2nc(=O)n(CCCN3CCOCC3)c3c2CCC3)cc1
  -1.8 | -3.2
30: COc1ccc2c(C(=O)c3ccc(Cl)cc3)n(CCCC(N)=O)[n+]([O-])c2c1
  3.5 | 2.5

Later entries:
Order of results: IDE cell activ | IDE cell inh
31: CCOC(=O)C1CCN(C(=O)C(CCSC)NC(=O)COc2ccccc2)CC1 (stereo not drawn)
  9.3 | -1.4
32: COc1ccc(-c2csc(NC(=O)CSCc3c(C)noc3C)n2)c(OC)c1
  1.7 | 2.1
33: Cc1nn(CC(=O)OCC(=O)NCCc2ccc(F)cc2)c(C)c1[N+](=O)[O-]
  0.3 | 0.9
34: Cc1ccc(NC(=O)c2nc[nH]c2C(=O)N(C)Cc2ccccc2)cc1
  1.2 | -0.3
35: COc1ccccc1-c1nnc(SCC(=O)Nc2ccc(N3CCOCC3)cc2)n1C
  2.7 | 7.2
36: CN1CCN(S(=O)(=O)c2cccc(C(=O)Nc3cc(C(F)(F)F)ccc3N3CCCCC3)c2)CC1
  3.6 | 0.6
37: COC(=O)c1cc(Cl)cc2c(CCO)c[nH]c12
  -3.6 | -0.4
38: Cc1cccc(C(=O)NCC(=O)OCC(=O)c2ccc(Br)s2)c1
  -3.2 | -0.6
39: O=S(=O)(NC1=NCCCCC1)c1ccc(F)cc1F
  4.7 | 3.4
40: CCCCNC(=O)c1ccc(NC(=O)CC2SC(N3CCCC3)=NC2=O)cc1 (stereo not drawn)
  1.9 | -4.7

Later entries:
Order of results: IDE cell activ | IDE cell inh
41: O=C(NCCCN1CCCC1=O)c1cccc(S(=O)(=O)Nc2ccccc2Cl)c1
  5.0 | -4.6
42: CCOC(=O)c1c(NC(=O)COC(=O)CCCOc2ccc(OC)cc2)sc(C(=O)NC)c1C
  2.2 | -0.1
43: O=C(Cc1ccccn1)c1ccc(F)cc1
  1.8 | 4.6
44: O=C(COC(=O)C1(c2ccc(F)cc2)CCCC1)N1CCNC1=O
  5.1 | 1.4
45: Cc1ccc(OCC(=O)NC2CCSc3ccccc32)cc1 (stereo not drawn)
  -3.2 | 6.6
46: CC1(C)CCC[C@]2(C)C(CS(=O)c3ccccc3)=C(C=O)CC[C@@H]12 (stereo partly drawn)
  7.1 | -5.5
47: Cc1cc(NC(=O)COc2ccccc2C(N)=O)no1
  3.3 | 2.5
48: Cc1cc(C(=O)NNC(=O)[C@H](C)NC(=O)c2ccc(Br)cc2)c(C)o1
  3.5 | 0.6
49: COc1ccccc1C(=O)NCC(=O)NNC(=O)C1COc2ccccc2O1 (stereo not drawn)
  5.5 | -0.7
50: Cc1csc(SCC(=O)Nc2cc([N+](=O)[O-])ccc2F)n1
  0.7 | -3.3

At a glance, part of the list above:
Order of results: IDE cell activ | IDE cell inh
26: CCCCn1c(N)c(N(CC)C(=O)c2ccco2)c(=O)[nH]c1=O
  5.4 | -0.7
27: CC(C)Cn1cc(C(=O)NCCCN2CCC(C)CC2)c2c3ccccc3n(C)c2c1=O
  -2.8 | -0.7
28: Cc1cc(C)c(NC(=O)CNC(=O)[C@@H]2CCCN2C(=O)c2cccs2)c(C)c1
  4.6 | 0.2
29: CCc1ccc(NC(=O)CSc2nc(=O)n(CCCN3CCOCC3)c3c2CCC3)cc1
  -1.8 | -3.2
30: COc1ccc2c(C(=O)c3ccc(Cl)cc3)n(CCCC(N)=O)[n+]([O-])c2c1
  3.5 | 2.5
31: CCOC(=O)C1CCN(C(=O)C(CCSC)NC(=O)COc2ccccc2)CC1 (stereo not drawn)
  9.3 | -1.4
32: COc1ccc(-c2csc(NC(=O)CSCc3c(C)noc3C)n2)c(OC)c1
  1.7 | 2.1
33: Cc1nn(CC(=O)OCC(=O)NCCc2ccc(F)cc2)c(C)c1[N+](=O)[O-]
  0.3 | 0.9
34: Cc1ccc(NC(=O)c2nc[nH]c2C(=O)N(C)Cc2ccccc2)cc1
  1.2 | -0.3
35: COc1ccccc1-c1nnc(SCC(=O)Nc2ccc(N3CCOCC3)cc2)n1C
  2.7 | 7.2
36: CN1CCN(S(=O)(=O)c2cccc(C(=O)Nc3cc(C(F)(F)F)ccc3N3CCCCC3)c2)CC1
  3.6 | 0.6
37: COC(=O)c1cc(Cl)cc2c(CCO)c[nH]c12
  -3.6 | -0.4
38: Cc1cccc(C(=O)NCC(=O)OCC(=O)c2ccc(Br)s2)c1
  -3.2 | -0.6
39: O=S(=O)(NC1=NCCCCC1)c1ccc(F)cc1F
  4.7 | 3.4
40: CCCCNC(=O)c1ccc(NC(=O)CC2SC(N3CCCC3)=NC2=O)cc1 (stereo not drawn)
  1.9 | -4.7
41: O=C(NCCCN1CCCC1=O)c1cccc(S(=O)(=O)Nc2ccccc2Cl)c1
  5.0 | -4.6
42: CCOC(=O)c1c(NC(=O)COC(=O)CCCOc2ccc(OC)cc2)sc(C(=O)NC)c1C
  2.2 | -0.1
43: O=C(Cc1ccccn1)c1ccc(F)cc1
  1.8 | 4.6
44: O=C(COC(=O)C1(c2ccc(F)cc2)CCCC1)N1CCNC1=O
  5.1 | 1.4
45: Cc1ccc(OCC(=O)NC2CCSc3ccccc32)cc1 (stereo not drawn)
  -3.2 | 6.6
46: CC1(C)CCC[C@]2(C)C(CS(=O)c3ccccc3)=C(C=O)CC[C@@H]12 (stereo partly drawn)
  7.1 | -5.5
47: Cc1cc(NC(=O)COc2ccccc2C(N)=O)no1
  3.3 | 2.5
48: Cc1cc(C(=O)NNC(=O)[C@H](C)NC(=O)c2ccc(Br)cc2)c(C)o1
  3.5 | 0.6

(further entries)
Order of results: IDE cell activ | IDE cell inh
51: COc1cccc(NC(=O)CN(C)CC(=O)NCc2ccc(F)cc2)c1
  -2.2 | -0.4
52: Cc1ccc(OCCC(=O)OCC(=O)c2c(N)n(C)c(=O)n(C)c2=O)cc1
  -1.2 | 1.4
53: CCCCC(CC)COC(=O)CCCCC(=O)OCC(CC)CCCC (stereo not drawn)
  -0.5 | 5.0
54: CC(=O)Nc1ccc(NC(=O)CSC2=NS(=O)(=O)c3cc(F)ccc3N2)cc1
  -1.8 | -1.6
55: NC(=O)CSc1ccc(S(=O)(=O)N2CCOCC2)cn1
  3.0 | -4.1
56: COc1ccc(OC)c(-c2nnc3n2N=C(c2ccc(OC)c(OCC4CC4)c2)CS3)c1
  2.9 | 6.0
57: CC(=O)NC12CC3CC(C1)CC(C(=O)NCC(=O)Nc1c(C)cc(C)cc1C)(C3)C2
  4.2 | 0.4
58: COc1ccc(COC(=O)CNC(=O)C2CCCCC2)cc1F
  -3.7 | -2.2
59: COc1cccc(N2CC(NS(=O)(=O)c3cccnc3)CC2=O)c1 (stereo not drawn)
  -2.2 | 4.6
60: COc1ccccc1N1CCN(C(=O)c2ccc(Br)o2)CC1
  3.9 | 5.5

Further compounds
Order of results: IDE cell activ | IDE cell inh
61: CC(=O)Nc1ccc(S(=O)(=O)N2c3ccc(F)cc3CCC2C)cc1 (stereo not drawn)
  2.1 | 1.0
62: CCCCn1c(N)c(N(CCOC)C(=O)C2CCN(S(=O)(=O)c3ccc(C)c(C)c3)CC2)c(=O)[nH]c1=O
  -0.3 | -2.3
63: C[C@H](NC(=O)c1ccccc1Cl)C(=O)OCC(=O)NNC(=O)c1cccs1
  1.3 | -1.9
64: COCCN(C(=O)c1ccc(N2CCCC2=O)cc1)c1c(N)n(Cc2ccccc2)c(=O)[nH]c1=O
  5.5 | -2.1
65: CC(=O)c1ccc(OCCCC(=O)N2CCN(S(=O)(=O)c3ccc(C)cc3C)CC2)cc1
  1.2 | 0.3
66: O=S(=O)(Nc1ccc2c(c1)OCO2)c1ccc(Cl)cc1F
  0.7 | -1.4
67: Cc1ccc(NC(=O)c2n[nH]c(=O)c3ccccc23)cc1S(=O)(=O)N1CCOCC1
  -3.3 | 7.7
68: COc1ccccc1CCNC(=O)CN1C(=O)c2ccccc2S1(=O)=O
  -3.1 | 5.1
69: COc1ccc(NC(=O)C2=NN(C3CCS(=O)(=O)C3)C(=O)CC2)cc1S(N)(=O)=O (stereo not drawn)
  0.7 | 6.4
70: Cc1noc(C)c1C(=O)N(CC(=O)Nc1ccccc1Br)Cc1ccco1
  2.8 | -6.3

Next entries follow:
Order of results: IDE cell activ | IDE cell inh
71: CC(=O)c1ccc(OCC(=O)OCC(=O)Nc2sccc2C(N)=O)cc1
  5.5 | -0.9
72: O=C(COC(=O)CC1CC2CCC1C2)Nc1ccccc1Cl (stereo not drawn)
  5.0 | 8.2
73: COc1ccc(Cl)cc1NC(=O)CN(C)C(=O)CCSc1ccc(C)cc1
  -1.1 | -3.4
74: COc1cccc(N2CCN(C(=O)c3cc4c(s3)CCCCC4)CC2)c1
  4.8 | -0.3
75: CC(NC(=O)c1ccco1)C(=O)N1CCN(c2cccc(C(F)(F)F)c2)CC1 (stereo not drawn)
  -5.0 | 5.2
76: CN1CCN(S(=O)(=O)c2ccccc2)C(c2ccccc2)C1 (stereo not drawn)
  2.3 | 9.9
77: O=C(COC(=O)c1ccc(Br)o1)NCC1CCCCC1
  -4.1 | 4.2
78: CC1CCC(NC(=O)CN(C)CC(=O)Nc2ccc(F)cc2)CC1 (stereo not drawn)
  -2.0 | -3.0
79: CCOc1ccccc1N1CC(C(=O)N(CC)C2CCS(=O)(=O)C2)CC1=O (stereo not drawn)
  -1.0 | 0.1
80: Cc1cccc(N2CC(C(=O)NCc3ccco3)CC2=O)c1C (stereo not drawn)
  2.1 | 0.4

(listing goes on)
Order of results: IDE cell activ | IDE cell inh
81: Cc1ccc(S(=O)(=O)N2CCOC23CCN(S(=O)(=O)c2cccs2)CC3)cc1
  5.6 | 1.8
82: CC1CCCC(C)N1C(=O)COC(=O)COc1ccc(C#N)cc1 (stereo not drawn)
  3.4 | -3.4
83: O=C(CNc1cccc(S(=O)(=O)N2CCCC2)c1)Nc1ccc(C(F)(F)F)cc1
  -0.8 | 3.5
84: Cc1cc(C(=O)CCC(=O)N(C)CC(=O)Nc2ccccc2Br)c(C)s1
  -0.2 | 1.3
85: CC(NC(=O)c1ccco1)C(=O)OCc1cccc(C(F)(F)F)c1 (stereo not drawn)
  2.5 | 1.0
86: N#Cc1ccccc1S(=O)(=O)N1CCN(C(=O)CN2CCCSc3ccccc32)CC1
  1.8 | 0.4
87: Cc1ccc(C(=O)N2CCN(c3ccc(N4CCOCC4)nn3)CC2)cc1C
  6.7 | 6.4
